E-selectin induc = E-selectin induction in HUVECs, primary screen, imaging, HUVEC, immunofluorescence imaging, single point. P16581. normalized: neutral wells 0, TNF-alpha wells 100. activation, % at 7.58 µM. 260,000 tested, 0.37% active. AID 686992, 2013;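 active = mean E-selectin-positive cell signal at least 10% of the positive control, reached in at least 60% of replicates, without over 20% cell loss; inconclusive = no rule given, readout overlaps actives, possibly toxicity-flagged; inactive = the rest, including those meeting only one limit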;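 note: in these data hits start at about 27%; measured in HUVEC primary endothelial cells; signal is the percent of cells scored E-selectin positive by PE staining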
Target sequence (P16581 whole entry, looked up): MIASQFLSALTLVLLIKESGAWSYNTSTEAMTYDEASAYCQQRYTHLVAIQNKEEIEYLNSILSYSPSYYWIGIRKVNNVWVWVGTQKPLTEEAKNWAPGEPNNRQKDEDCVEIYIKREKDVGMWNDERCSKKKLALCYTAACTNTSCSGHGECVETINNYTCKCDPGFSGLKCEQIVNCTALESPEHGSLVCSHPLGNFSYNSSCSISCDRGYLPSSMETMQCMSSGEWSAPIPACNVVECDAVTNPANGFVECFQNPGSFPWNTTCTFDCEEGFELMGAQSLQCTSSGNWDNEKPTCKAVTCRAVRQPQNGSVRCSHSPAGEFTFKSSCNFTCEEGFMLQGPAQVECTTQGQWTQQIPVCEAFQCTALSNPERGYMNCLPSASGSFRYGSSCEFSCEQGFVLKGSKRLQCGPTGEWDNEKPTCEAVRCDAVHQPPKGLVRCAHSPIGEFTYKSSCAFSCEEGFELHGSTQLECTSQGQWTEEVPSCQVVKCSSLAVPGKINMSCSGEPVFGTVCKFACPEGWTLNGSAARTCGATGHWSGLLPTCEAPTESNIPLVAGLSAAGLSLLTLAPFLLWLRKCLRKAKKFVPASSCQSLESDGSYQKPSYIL
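Material: HUVEC primary endothelial cells; Amount: 3,000 cells per well; Dosing: single concentration; Medium: EGM-2 growth medium on 0.1% gelatin-coated wells; Read-out basis: percent E-selectin-positive cells; Signal: immunofluorescence imaging; Control set: TNF-alpha, DMSO.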
PglD DTNB = C. jejuni PglD acetyltransferase inhibitors, primary screen, biochemical, DTNB colorimetric, single point | UDP-N-acetylbacillosamine N-acetyltransferase PglD (Campylobacter jejuni) | purified PglD enzyme, DTNB colorimetric CoA detection | inhibition, % at 12.5 µM | 360,000 tested, 0.098% active; in the data active = inhibition above about 16%, passing the limit was not always enough; inconclusive = no clear call, values can overlap the other calls; note: strong numbers were not always called active
ERp5 block = inhibitors of ERp5-driven insulin aggregation, primary screen, biochemical, turbidity, absorbance 650 nm, single point. Protein disulfide-isomerase A6 (Homo sapiens), Q15084. 90 min. inhibition, % at 9.99 µM. 350,000 tested, 0.05% active. AID 651711, 2012;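 active = mean replicate inhibition above about 25%, with every replicate also reaching it, limit read from the data, passing the limit was not always enough; inconclusive = only one of those two criteria met; inactive = neither criterion met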
Statin myotox sup = suppressors of statin myotoxicity in C2C12 myotubes, primary screen, cell-based, single point, plate reader. 330,000 tested, 0.78% active. rescue of ATP level, % at 7.49 µM. C2C12 myotubes + simvastatin, ATP luminescence, 48 h; scaled: DMSO 0, geranylgeraniol control 100;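 active = mean ATP rescue above about 67%, or every replicate alone reaching that limit, limit read from the data, passing the limit was not always enough; inconclusive = no clear call, values can overlap the other calls; inactive = mean under the limit and some replicate under it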;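 note: myotubes were challenged with 10 µM simvastatin during compound exposure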
S100A4 inh HTS = inhibitors of S100A4-myosin IIA peptide binding, primary screen, biochemical, fluorescence polarization, TAMRA-MyoIIA peptide; Protein S100-A4 (Homo sapiens), P26447; inhibition, % at 10.7 µM; 360,000 tested, 0.14% active;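 active = mean inhibition of at least 70% across replicates, with every replicate also reaching that level; inconclusive = mean inhibition reaches 70% but some replicates fall short; inactive = mean inhibition below 70%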
Target sequence (P26447 whole entry, looked up): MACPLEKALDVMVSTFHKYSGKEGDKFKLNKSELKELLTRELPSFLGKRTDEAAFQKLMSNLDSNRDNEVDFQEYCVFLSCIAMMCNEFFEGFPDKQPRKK
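assay system = human S100A4 monomer with TAMRA-labelled myosin IIA peptide | also added = labelled myosin peptide probe, 5 nM | incubation = 5 min between mix addition and reading | control set = DMSO and TFP controls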
SIRT5 inh = SIRT5 desuccinylase inhibitors, primary screen, biochemical, fluorescence imaging, single point, set 5. Purified SirT5, succinyl-peptide AMC, trypsin-coupled fluorescence. inhibition, % at 15 µM. 330,000 tested, 1.1% active. AID 652115, 2013; in the data active = inhibition above about 15%; inconclusive = no clear call, values can overlap the other calls
Target sequence (Q9NXA8 whole entry, looked up): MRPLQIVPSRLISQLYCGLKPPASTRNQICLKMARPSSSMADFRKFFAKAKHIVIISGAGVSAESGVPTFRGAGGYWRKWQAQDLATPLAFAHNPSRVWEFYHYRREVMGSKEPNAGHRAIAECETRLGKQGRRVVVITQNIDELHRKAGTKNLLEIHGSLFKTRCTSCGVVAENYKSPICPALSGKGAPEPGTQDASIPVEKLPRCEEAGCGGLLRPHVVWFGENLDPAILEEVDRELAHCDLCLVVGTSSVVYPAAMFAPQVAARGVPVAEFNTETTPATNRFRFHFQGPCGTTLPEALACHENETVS
DENV2 CPE = inhibitors of DENV2 cytopathic effect, primary screen, cell-based, plate reader, single concentration | DENV2-infected cells, cytopathic effect rescue | CPE inhibition, % at 9.99 µM | 350,000 tested, 1.7% active; in the data active = CPE inhibition above about 20%, passing the limit was not always enough; inconclusive = no clear call, values can overlap the other calls; tested in BHK-21 cells;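 note: 0% = median of neutral control wells and 100% = median of positive control wells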
Starred values were filed as active, the others as inactive; ? = inconclusive; nt = not tested or not shown. An excerpt (hit frequency here may not be typical).

nr	smiles	E-selectin induc	PglD DTNB	ERp5 block	Statin myotox sup
1	COCCNC(=S)N(CCO)Cc1cc2cc3c(cc2[nH]c1=O)OCO3	-0.1	-5	1	8
2	Cc1ccsc1C(=O)N1CCC(N2CCC(C(=O)NCC3CCCO3)CC2)CC1 (stereo not given)	0.9	nt	9	nt
3	CCN(CC)S(=O)(=O)c1ccc(N2CCCC2)c(NC(=O)Cc2ccc(OC)cc2)c1	4.4	nt	3	2
4	CC(C)NC(=O)Nc1cccc2c1O[C@H](CN(C)C(=O)NC1CCCCC1)[C@@H](C)CN([C@H](C)CO)C2=O	-0.1	-5	7	0
5	O=C(CN1CCN(C(=O)c2ccco2)CC1)Nc1cccc([N+](=O)[O-])c1	nt	nt	0	nt
6	N/C(=N\OC(=O)c1cccnc1)c1ccccc1Cl	-2.9	nt	-1	6
7	CN(C)c1ccc(/C=C/C(=O)c2c(O)c3ccccc3oc2=O)cc1	nt	-2	-3	20
8	CCOc1ccccc1NC(=O)NCCN1CCCCC1	nt	-10	-5	-3
9	O=C(C1CCN(S(=O)(=O)c2cccnc2)CC1)N1CCN(c2cccc(Cl)c2)CC1	-0.1	0	-4	5
10	CSCC(=O)N1CCCC(CO)(Cc2ccccc2C)C1 (stereo not given)	nt	nt	0	-18
11	O=C(c1cccc(Cl)c1)N1CCC2(CC1)NCCc1[nH]cnc12	nt	2	0	-21
12	CCOc1ccc2c(c1)c(=O)c(S(=O)(=O)c1ccc(CC)cc1)cn2C	nt	8	-11	-10

nr	S100A4 inh HTS	SIRT5 inh	DENV2 CPE
1	0	-3	11
2	-35	-1	-4
3	3	1	14
4	-2	nt	2
5	-3	-5	3
6	-1	1	4
7	-78	3	-4
8	-14	1	5
9	-8	-1	-8
10	40	-2	13
11	-2	5	27*
12	-2	-8	15

(continued)
nr	smiles	E-selectin induc	PglD DTNB	ERp5 block	Statin myotox sup
13	COc1ccc(-c2noc(C3CCCN(C(=O)c4cccs4)C3)n2)cc1 (stereo not given)	nt	-2	2	5
14	Cc1ccc(-n2c(SCC(=O)NCCN3C(=O)CSC3=O)nnc2-c2ccccc2)cc1	5.9	nt	-1	nt
15	C[C@H](CO)N1C[C@H](C)[C@@H](CN(C)S(=O)(=O)c2ccc(F)cc2)OCc2ccccc2-c2c(n(C)c3ccccc23)C1=O	0.1	3	-4	nt
16	CCN1CCN(C(c2cccs2)C(C)NC(=O)c2cccc(OC)c2)CC1 (stereo not given)	nt	1	1	3
17	COc1cc(C(=O)N(Cc2ccccn2)CC2CCCO2)cc(OC)c1OC (stereo not given)	nt	3	4	-26
18	Cc1cc(Nc2ccc(N(C)C)cc2)n2ncnc2n1	-1.0	3	0	15
19	CCOC(=O)c1ccc(S(=O)(=O)NNC(=O)COc2ccccc2C)cc1	-0.1	nt	4	nt
20	CN1CCN(c2nc3cc(N4CCOCC4)ccc3s2)CC1	-2.8	2	-1	7
21	COc1ccc(CNC(=O)C(OC(=O)c2ccco2)c2ccc(F)cc2)cc1 (stereo not given)	2.1	2	-3	21
22	Cc1ccc(S(=O)(=O)Nc2ccc3c(c2)C(=O)N([C@H](C)CO)C[C@@H](C)[C@H](CN(C)S(=O)(=O)c2ccccc2)OCCCC[C@H](C)O3)cc1	0.1	1	1	nt
23	Cc1nn(CC(=O)N2CCN(C(=O)c3ccco3)CC2)c(C)c1[N+](=O)[O-]	-1.4	-2	-1	-3
24	CO[C@H]1CN(C)C(=O)c2cc(NC(=O)C3CC3)ccc2OC[C@@H](C)N(CC2CC2)C[C@@H]1C	-0.2	2	-2	11

nr	S100A4 inh HTS	SIRT5 inh	DENV2 CPE
13	1	-1	-2
14	20	1	0
15	-4	-3	-6
16	0	0	15
17	-7	-5	9
18	1	-4	4
19	6	-3	-4
20	-3	-2	2
21	-11	2	-6
22	-3	10	16
23	14	nt	-6
24	-1	-6	0

Remaining list, next part:
nr	smiles	E-selectin induc	PglD DTNB	ERp5 block	Statin myotox sup
25	Cc1ccc(C(=O)N2CC(=O)Nc3ccc(F)cc3C2c2ccccc2)cc1 (stereo not given)	0.1	-3	3	13
26	CC1CCCC2(C1)NC(=S)N(c1ccccc1)N2 (stereo not given)	nt	-4	-2	-8
27	Fc1ccc(-c2csc(NC3=NCCC3)n2)cc1	5.8	nt	1	nt
28	CNC[C@H]1OCCCC[C@@H](C)Oc2ccc(NS(=O)(=O)c3ccccc3)cc2C(=O)N([C@H](C)CO)C[C@@H]1C	0.0	4	-1	-31
29	O=C(C[C@H]1C=C[C@@H](NC(=O)NC2CCCCC2)[C@H](CO)O1)NCc1ccc(Cl)cc1	0.1	3	0	-6
30	CC1=C(C(=O)NC2CC(C)(C)Cc3c2cnn3-c2ccc(C)cc2)OCCO1 (stereo not given)	-0.2	3	5	7
31	COc1ccc(S(=O)(=O)N2CCC(C(N)=O)CC2)cc1C(=O)N1CCCCCC1	nt	nt	-12	9
32	C[C@@H]1CN([C@@H](C)CO)C(=O)Cc2cc(NS(=O)(=O)c3ccc(F)cc3)ccc2O[C@@H]1CN(C)S(=O)(=O)c1cn(C)cn1	-0.3	-2	-3	3
33	CCc1cccc2c(C(=O)CN3C(=O)NC4(CCCCCC4)C3=O)c[nH]c12	1.3	-1	2	-239
34	Cc1ccc(S(=O)(=O)N2CC=C(C(=O)NC3CC3)CC2)cc1	0.2	10	-1	-3
35	COc1ccc2c3c([nH]c2c1)[C@@H](CO)N(C(=O)c1ccccn1)CC31CN(S(C)(=O)=O)C1	0.6	nt	-2	nt
36	COCCCNC(=O)c1ccc(NC(C)=O)cc1	nt	nt	2	nt

nr	S100A4 inh HTS	SIRT5 inh	DENV2 CPE
25	-2	15*	18
26	1	-2	-5
27	1	2	3
28	-27	-3	2
29	-5	4	4
30	-10	0	-3
31	4	2	2
32	-3	-5	5
33	3	-1	-2
34	-1	-7	-3
35	7	2	-8
36	-2	-7	-1

A second format for 10 compounds above:
entry	smiles	E-selectin induc	PglD DTNB	ERp5 block	Statin myotox sup	S100A4 inh HTS	SIRT5 inh	DENV2 CPE
27	Fc1ccc(-c2csc(NC3=NCCC3)n2)cc1	5.8	nt	1	nt	1	2	3
28	CNC[C@H]1OCCCC[C@@H](C)Oc2ccc(NS(=O)(=O)c3ccccc3)cc2C(=O)N([C@H](C)CO)C[C@@H]1C	0.0	4	-1	-31	-27	-3	2
29	O=C(C[C@H]1C=C[C@@H](NC(=O)NC2CCCCC2)[C@H](CO)O1)NCc1ccc(Cl)cc1	0.1	3	0	-6	-5	4	4
30	CC1=C(C(=O)NC2CC(C)(C)Cc3c2cnn3-c2ccc(C)cc2)OCCO1 (stereo not given)	-0.2	3	5	7	-10	0	-3
31	COc1ccc(S(=O)(=O)N2CCC(C(N)=O)CC2)cc1C(=O)N1CCCCCC1	nt	nt	-12	9	4	2	2
32	C[C@@H]1CN([C@@H](C)CO)C(=O)Cc2cc(NS(=O)(=O)c3ccc(F)cc3)ccc2O[C@@H]1CN(C)S(=O)(=O)c1cn(C)cn1	-0.3	-2	-3	3	-3	-5	5
33	CCc1cccc2c(C(=O)CN3C(=O)NC4(CCCCCC4)C3=O)c[nH]c12	1.3	-1	2	-239	3	-1	-2
34	Cc1ccc(S(=O)(=O)N2CC=C(C(=O)NC3CC3)CC2)cc1	0.2	10	-1	-3	-1	-7	-3
35	COc1ccc2c3c([nH]c2c1)[C@@H](CO)N(C(=O)c1ccccn1)CC31CN(S(C)(=O)=O)C1	0.6	nt	-2	nt	7	2	-8
36	COCCCNC(=O)c1ccc(NC(C)=O)cc1	nt	nt	2	nt	-2	-7	-1

Going on with the list.
nr	smiles	E-selectin induc	PglD DTNB	ERp5 block	Statin myotox sup
37	Cc1cccc(C)c1NC(=O)CN1CCN(c2ccc(C(F)(F)F)cn2)CC1	-0.3	7	-2	7
38	C[C@H]1C=C(C(=O)N2CCN(Cc3ccccc3)CC2)O[C@@H](OCc2ccc(CO)cc2)C1	nt	3	-3	nt
39	CC(=O)N1CCCCN2[C@@H](CO)[C@H](c3ccc(-c4ccc(F)cc4)cc3)[C@@H]2C1	-0.1	2	nt	nt
40	CC(C)(C)[S@](=O)N1Cc2cc(C(=O)N3CCOCC3)nc(-c3cccc(C4=CCCC4)c3)c2[C@@H]1CCO	nt	nt	-4	nt
41	CCc1sc(C(=O)N2CCN(c3ncccn3)CC2)cc1Br	0.7	-5	-7	-1
42	C[C@@H]1CN([C@@H](C)CO)S(=O)(=O)c2ccc(C#Cc3cccnc3)cc2O[C@@H]1CN(C)C	-0.3	1	-1	5
43	Cc1noc(C)c1S(=O)(=O)Nc1ccc2c(c1)CC(=O)N([C@H](C)CO)C[C@H](C)[C@H](CN(C)S(=O)(=O)c1ccccc1)O2	-0.3	3	1	12
44	Oc1c(Cl)cc(Cl)cc1CNn1cnnc1	nt	nt	1	nt
45	CCc1nnc(NC(=O)c2ccc(S(=O)(=O)N3CCOCC3)cc2)s1	nt	-4	-6	1
46	O=c1[nH]c2cc(Cl)ccc2c(O)c1-c1cccc(Oc2ccccc2)c1	0.2	1	3	-2
47	O=C(C[C@@H]1CC[C@H]2[C@@H](COC[C@H](O)CN2C(=O)Nc2ccc(Cl)c(Cl)c2)O1)NCc1ccc(Cl)cc1	0.2	0	-2	-26
48	Cc1ccc(S(=O)(=O)Nc2ccc3c(c2)CC(=O)N([C@@H](C)CO)C[C@@H](C)[C@@H](CN(C)C(=O)NC2CCCCC2)O3)cc1	-0.1	-4	4	-7

nr	S100A4 inh HTS	SIRT5 inh	DENV2 CPE
37	1	-1	-11
38	-11	-2	-3
39	nt	nt	4
40	-30	9	-10
41	1	-3	-5
42	11	1	?
43	3	-3	0
44	0	-1	1
45	-1	1	-2
46	-5	0	-3
47	12	1	-25
48	6	0	4

New compounds follow:
nr	smiles	E-selectin induc	PglD DTNB	ERp5 block	Statin myotox sup
49	CN(C)c1nc(N)c([N+](=O)[O-])c(NCc2ccccc2)n1	nt	0	-6	nt
50	C/C=C/c1ccc([C@@H]2[C@@H](CO)N(c3ncc(CC)s3)[C@H]2C#N)cc1	-0.1	1	3	10
51	Cc1noc(C)c1S(=O)(=O)Nc1ccc2c(c1)CC(=O)N([C@H](C)CO)C[C@H](C)[C@@H](CN(C)C(=O)Nc1cccc3ccccc13)O2	305*	nt	7	nt
52	O=C(c1ccc2c(c1)OCO2)N1CC(=O)N2[C@@H](CO)[C@@H](c3ccc(C#CCC4CCCC4)cc3)[C@@H]2C1	3.0	nt	3	nt
53	CCC(=O)NC(=S)Nc1ccc(NC(=O)COc2ccc(Cl)c(C)c2)cc1	0.7	nt	5	nt

nr	S100A4 inh HTS	SIRT5 inh	DENV2 CPE
49	-7	-4	-1
50	-3	0	-24
51	-8	4	-4
52	5	11	0
53	2	-2	1

Bioassay records as filed in PubChem BioAssay.
